Pf gamet viab: kills late stage P. falciparum gametocytes | P. falciparum stage V gametocytes, ATP luminescence, 24 h | inhibition, % at 10.9 µM | 150,000 compounds, 0.065% hits;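 active = inhibition above the mean plus 3 SD of compounds within the control limits, set per campaign, cut at about 38% in these data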;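 also: 0% = DMSO wells and 100% = medium only without gametocytes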
Mcl1-Noxa inh: Mcl-1/Noxa interaction inhibition; TR-FRET Mcl-1/Noxa peptide binding, 2 h; 220,000 compounds, 1.5% hits; inhibition, % at 21.7 µM; Q07820;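 active = compounds that cut the protein-peptide binding signal by more than 50% relative to plate controls in a single-dose test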;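 also: His-tagged Mcl-1 with rhodamine Noxa BH3 peptide and terbium anti-His antibody; 0% = Mcl-1 plus Noxa peptide wells and 100% = peptide-only wells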
Target sequence (Q07820 whole entry, looked up): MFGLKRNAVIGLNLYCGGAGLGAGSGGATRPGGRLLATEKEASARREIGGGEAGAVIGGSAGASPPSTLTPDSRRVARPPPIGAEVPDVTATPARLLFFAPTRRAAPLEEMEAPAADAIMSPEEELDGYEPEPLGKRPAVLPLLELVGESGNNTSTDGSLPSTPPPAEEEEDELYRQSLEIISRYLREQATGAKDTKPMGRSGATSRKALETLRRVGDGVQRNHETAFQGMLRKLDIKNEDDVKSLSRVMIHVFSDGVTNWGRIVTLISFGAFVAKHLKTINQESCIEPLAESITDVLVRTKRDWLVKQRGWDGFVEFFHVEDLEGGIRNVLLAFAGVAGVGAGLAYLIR
Rab2 wt GTP: changes GTP binding to wildtype dog Rab2A, up or down. P61105. GST-Rab2 wt beads, Bodipy-GTP binding, flow cytometry. GTP binding activity, % at 10 µM. 190,000 compounds, 0.19% hits. AID 760;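 active = GTP binding activity at least 20 points away from 100%, either lowered or raised; inconclusive = signal likely due to the compound's own green fluorescence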;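 also: 0% = beads with excess unlabeled GTP and 100% = no-compound control corrected for plate trend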
Cdc42 wt: modulators (inhibitors or activators) of GTP binding to human Cdc42 wildtype. 190,000 compounds, 0.2% hits. GST-Cdc42 beads, Bodipy-GTP binding, flow cytometry; actives lie on both sides. P60953. percent activity (GTP binding), % at 10 µM;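 active = percent activity GTP binding at least 20 points away from the 100% baseline, either down as inhibitor or up as activator; inconclusive = compound flagged as likely green fluorescent from well-wide comparison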;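 also: median bead fluorescence of bound Bodipy-FL-GTP at 100 nM; 0% = excess unlabeled GTP control and 100% = no compound control; below 100% means less GTP binding so inhibitor and above means activator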
Target sequence (P60953 whole entry, looked up): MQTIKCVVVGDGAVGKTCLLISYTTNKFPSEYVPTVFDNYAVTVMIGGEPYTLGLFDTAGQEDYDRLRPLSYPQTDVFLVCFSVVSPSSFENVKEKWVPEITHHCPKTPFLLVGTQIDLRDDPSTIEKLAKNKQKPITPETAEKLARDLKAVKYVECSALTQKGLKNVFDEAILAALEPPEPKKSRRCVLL
Rac1 mut GTP: modulators of GTP binding to human Rac1 activated mutant. 190,000 compounds, 0.11% hits. GST-Rac1 activated beads, fluorescent GTP binding, flow cytometry; actives lie on both sides; 100% means binding = to untreated wells. percent activity (GTP binding), % at 10 µM. AID 764. P63000;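 active = GTP binding at least 20 percentage points away from the 100% baseline, in either direction, so actives lie on both sides; inconclusive = Compound likely fluorescent itself, or too few beads counted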
Rac1 wt modul: alters GTP binding to wildtype human Rac1; 190,000 compounds, 0.27% hits; GST-Rac1 beads, fluorescent GTP binding, flow cytometry; actives lie on both sides; 0 = cold GTP competed, 100 = untreated; AID 757; GTP binding activity (% of control), % at 10 µM;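 active = GTP binding activity at least 20 points away from the 100% control level, either lower or higher; inconclusive = compound flagged as likely green fluorescent, judged across all proteins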
Avidin fluor: compound fluoresces at 488/530 nm on avidin beads. compound fluorescence 488/530 nm, flow cytometry; active compounds read high. fluorescence (KMESF) at 10 µM. 220,000 compounds, 0.38% hits; in the data active = fluorescence above about 47; also: inactives centre near 10
Rab7 wt modul: dog Rab7 wildtype GTP binding, inhibitors and activators; 190,000 compounds, 0.055% hits; AID 758; GTP binding activity (percent of control), % at 10 µM; GST-Rab7 beads, fluorescent GTP binding, flow cytometry; actives lie on both sides; untreated = 100%, excess cold GTP = 0%;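 active = fluorescent GTP binding to Rab7 beads changed by at least 20 points from the 100% baseline, either direction, mostly lower; inconclusive = compound itself probably fluorescent, or too few beads counted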;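 also: median green fluorescence of bound Bodipy-FL-GTP per Rab7 bead population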
HRas wt GTP: human HRas wildtype GTP binding, change in either direction | GST-Ras wt beads, Bodipy-FL-GTP binding, flow cytometry; actives lie on both sides | 190,000 compounds, 0.14% hits | GTP binding activity, % at 10 µM | AID 759;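 active = GTP binding activity at least 20% away from the 100% baseline, either lowered as inhibitor or raised as activator; inconclusive = flagged as likely green fluorescent, judged across all proteins in the well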;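 also: 0% = unlabeled GTP competition control and 100% = no-compound control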
Target sequence (P01112 whole entry, looked up): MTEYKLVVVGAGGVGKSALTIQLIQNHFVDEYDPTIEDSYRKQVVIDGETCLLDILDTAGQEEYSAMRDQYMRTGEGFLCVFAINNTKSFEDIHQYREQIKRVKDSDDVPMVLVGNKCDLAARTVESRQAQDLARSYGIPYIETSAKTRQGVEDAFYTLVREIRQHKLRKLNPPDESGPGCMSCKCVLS
ABCB1 block: blocks JC-1 efflux by human ABCB1 transporter. inhibition, % at 6.6 µM. P08183. CCRF-Adr cells, flow cytometry. 190,000 compounds, 0.067% hits. AID 1326; in the data active = inhibition above about 40%;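 also: 0% = vehicle and 100% = reference inhibitor; higher value means more JC-1 retained so stronger ABCB1 efflux block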
ABCG2 inh: human ABCG2 inhibition, ABCB1 as counter-screen; 190,000 compounds, 0.1% hits; IgMXP3 cells, JC-1 efflux, flow cytometry; inhibition, % at 6.6 µM;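 active = inhibition above 80%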;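 also: 0% = DMSO and 100% = nicardipine control wells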
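Test system: IgMXP3 (ABCG2) plus far-red-tagged CCRF-Adr (ABCB1) cells. Reagent: JC-1 dye as substrate. Timing: 10 min exposure at 25 °C with rotation, no wash. Measured by: flow cytometric JC-1 green MFI at 530 nm. Read-out: percent efflux inhibition, scaled nicardipine 100% to DMSO 0%. Control set: nicardipine and DMSO wells.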
Numbers without * were called inactive; ? = inconclusive; . = not tested or not shown.

SMILES | Pf gamet viab | Mcl1-Noxa inh | Rab2 wt GTP | Cdc42 wt | Rac1 mut GTP | Rac1 wt modul | Avidin fluor | Rab7 wt modul | HRas wt GTP | ABCB1 block | ABCG2 inh
c1ccc(Nc2ccc3c4c(cccc24)CC3)cc1 | -7 | 5 | 99 | 95 | 97 | 100 | 20 | 99 | 99 | -1.1 | -1
CCC(=O)NC(Nc1nc2ccc(C)cc2s1)(C(=O)OC)C(F)(F)F (stereo unspecified) | . | -8 | 98 | 100 | 95 | 98 | 13 | 98 | 99 | 0.7 | 5
O=c1cc(N2CCc3ccccc3C2)[nH]c(=O)n1C1CCCCC1 | . | -1 | 98 | 105 | 103 | 107 | 21 | 97 | 101 | 1.0 | 8
O=C(NC1CCCCC1)C1CCN(S(=O)(=O)N2CCCCCC2)CC1 | 12 | -2 | 98 | 99 | 95 | 100 | 17 | 100 | 99 | 0.3 | 0
CCC(=O)NC(=S)Nc1ccc(-c2nc3ccc(C)cc3s2)cc1 | -32 | 19 | 96 | 97 | 95 | 97 | 17 | 99 | 98 | -1.5 | -10
O=C(c1ccc(Cl)cc1)C1CCCN(C(=O)/C=C/c2ccccn2)C1 (stereo unspecified) | 5 | 8 | 92 | 90 | 89 | 94 | 2 | 98 | 93 | 0.2 | 3
Cc1ccc(NS(=O)(=O)c2ccc(NC(=O)C(C)Sc3ccc(Cl)cc3)cc2)c(C)c1 (stereo unspecified) | -6 | 6 | 95 | 89 | 98 | 98 | 14 | 96 | 95 | -0.1 | -9
Cc1ccc(C2=Nc3c(ccc4ccccc34)C(c3ccncc3)=NN2)cc1 | . | 5 | 96 | 97 | 96 | 95 | 10 | 94 | 93 | 0.3 | 1
Cc1nc(-c2cccc(S(=O)(=O)N3CCCCCC3)c2)cs1 | . | -5 | 98 | 96 | 95 | 97 | 10 | 97 | 95 | 3.6 | 22
CCOCCn1c(C(C)O)nc2ccccc21 (stereo unspecified) | . | 5 | 95 | 96 | 95 | 101 | 22 | 94 | 96 | -0.2 | 0
CCCOc1ccc(Cc2c(Cl)nc(SC)nc2NC)cc1 | . | -10 | ? | ? | ? | ? | 6 | ? | ? | 0.3 | 6
COc1cccc(NC(=O)CCP(C)(=O)O)c1 | -9 | -10 | 99 | 101 | 101 | 104 | 5 | 100 | 101 | 0.0 | 0
O=S(=O)(c1ccccc1)n1ccc(-c2cnc(-c3ccccc3)s2)n1 | . | 6 | 102 | 102 | 101 | 101 | 11 | 103 | 101 | -0.2 | 0
O=C1C2CC=CCC2C(=O)N1c1n[nH]c(CCc2ccccc2)n1 (stereo unspecified) | . | 10 | 94 | 97 | 96 | 94 | 9 | 99 | 98 | 0.1 | 2
CC(C)C(NC(=O)c1ccccc1NC(=O)c1ccco1)C(=O)O (stereo unspecified) | . | 25 | 101 | 104 | 100 | 103 | 4 | 101 | 102 | -0.1 | 0
O=C(NC1CCCCC1)C(=O)c1c(-c2ccccc2)[nH]c2ccccc12 | . | 13 | 99 | 97 | 98 | 105 | 7 | 96 | 101 | 0.3 | 0
Cc1ccc(S(=O)(=O)N2CCCC2C(=O)Nc2nc3ccccc3s2)cc1 (stereo unspecified) | . | 8 | 101 | 106 | 101 | 109 | 14 | 103 | 104 | 0.6 | 1
CCN(CC)C(=O)c1sc(NC(=O)c2ccncc2)c(C(=O)OC)c1C | 7 | 10 | 95 | 102 | 98 | 104 | 9 | 98 | 98 | 11 | 17
COC(=O)c1ccc(OCC(=O)c2ccc(O)cc2O)cc1 | 3 | 11 | 99 | 102 | 97 | 98 | 35 | 97 | 98 | 0.7 | 17
CCOC(=O)N1CCN(C(=O)c2ccc3c(SCC(=O)O)c4c(nc3c2)CCC4)CC1 | . | 6 | 98 | 96 | 97 | 98 | 6 | 93 | 97 | 0.5 | 2
O=C(CSc1ccc(-c2ccc(F)cc2)nn1)N1CCN(c2ccccc2)CC1 | -18 | 12 | 99 | 102 | 98 | 99 | 5 | 98 | 97 | 0.1 | 2
CC(=O)N[C@@H](Cc1c[nH]c2ccccc12)C(=O)OCC(=O)Nc1ccc(S(=O)(=O)N(C)C)cc1 | 8 | 3 | 95 | 97 | 95 | 93 | 9 | 94 | 95 | 0.0 | 0
O=C(CC1S/C(=N/N=C/c2cccnc2)NC1=O)Nc1ccccc1 (stereo unspecified) | 1 | -1 | 96 | 90 | 94 | 97 | 11 | 96 | 96 | -0.5 | 9
Cc1cc(C(=O)Nc2cnn(Cc3ccc(Cl)cc3Cl)c2)no1 | 7 | -20 | 103 | 102 | 100 | 104 | 9 | 103 | 104 | 0.4 | 1
COc1ccc(C2CC(c3ccccc3)=NN2C(=O)COC(=O)c2cccc(S(=O)(=O)N(C)C)c2)cc1 (stereo unspecified) | -2 | 4 | 101 | 103 | 100 | 101 | 13 | 97 | 101 | 0.5 | -6
CCOc1cc(N2CCOCC2)c(OCC)cc1NC(=O)c1ccc(OC)cc1 | 1 | -8 | 101 | 98 | 98 | 103 | 10 | 104 | 99 | 0.3 | 2
CCOC(=O)C1(Cc2cccc(Cl)c2)CCCN(C2CCN(C(C)=O)CC2)C1 (stereo unspecified) | -34 | 2 | 96 | 98 | 95 | 97 | 2 | 95 | 98 | 1.6 | 3
CC(=O)Nc1ccc(S(=O)(=O)Nc2cccc3[nH]ncc23)cc1 | 10 | 11 | 97 | 95 | 97 | 96 | 24 | 102 | 98 | 0.3 | 0
CC1(C)CC(=O)C(C2NCCc3ccccc32)=C(O)C1 (stereo unspecified) | . | -20 | 100 | 100 | 99 | 97 | 15 | 94 | 99 | 0.1 | 1
O=C(Nc1cccc(Br)c1)c1ccn[nH]1 | -7 | 4 | 100 | 100 | 99 | 105 | 9 | 103 | 101 | 0.3 | 3

4 of these compounds, set out differently:
Results follow in this order: Pf gamet viab, Mcl1-Noxa inh, Rab2 wt GTP, Cdc42 wt, Rac1 mut GTP, Rac1 wt modul, Avidin fluor, Rab7 wt modul, HRas wt GTP, ABCB1 block, ABCG2 inh
Cc1ccc(C2=Nc3c(ccc4ccccc34)C(c3ccncc3)=NN2)cc1
  ., 5, 96, 97, 96, 95, 10, 94, 93, 0.3, 1
Cc1nc(-c2cccc(S(=O)(=O)N3CCCCCC3)c2)cs1
  ., -5, 98, 96, 95, 97, 10, 97, 95, 3.6, 22
CCOCCn1c(C(C)O)nc2ccccc21 (stereo unspecified)
  ., 5, 95, 96, 95, 101, 22, 94, 96, -0.2, 0
CCCOc1ccc(Cc2c(Cl)nc(SC)nc2NC)cc1
  ., -10, ?, ?, ?, ?, 6, ?, ?, 0.3, 6

Additional records follow:
SMILES | Pf gamet viab | Mcl1-Noxa inh | Rab2 wt GTP | Cdc42 wt | Rac1 mut GTP | Rac1 wt modul | Avidin fluor | Rab7 wt modul | HRas wt GTP | ABCB1 block | ABCG2 inh
COc1cccc(C(c2nnnn2CS(=O)(=O)c2ccc(C)cc2)N2CCN(C)CC2)c1OC (stereo unspecified) | . | 2 | 104 | 105 | 102 | 107 | 11 | 99 | 104 | 0.9 | 23
Clc1cccc(-c2nnc(-c3ccccc3)o2)c1 | . | 9 | 101 | 104 | 100 | 108 | 4 | 100 | 99 | 0.8 | 7
Cc1nc2c(=O)[nH]c(=S)n(C)c2nc1C | 25 | -6 | 96 | 101 | 95 | 104 | 3 | 100 | 97 | -4.2 | -11
Cn1c(NCCN2CCOCC2)nc2c1c(=O)n(Cc1cccc(Cl)c1)c(=O)n2C | . | 13 | 97 | 102 | 100 | 102 | 7 | 96 | 98 | 1.1 | 5
COc1cc2c(cc1OC)CN(C(=O)c1ccccc1C(=O)O)CC2 | -1 | 12 | 100 | 102 | 100 | 105 | 37 | 101 | 101 | 0.3 | 2
CCCCOc1cccc(C(=O)NC(=S)Nc2cccnc2)c1 | 2 | 18 | 101 | 103 | 101 | 104 | 5 | 100 | 102 | 0.6 | 1
CCOC(=O)c1sc(=NC(=O)CCS(=O)(=O)c2ccccc2)n(C)c1C | -16 | -1 | 98 | 102 | 98 | 102 | 6 | 96 | 98 | 0.8 | 2
OC(CN1C2=NCCCN2c2ccccc21)c1ccc(Br)cc1 (stereo unspecified) | 2 | 5 | 101 | 99 | 97 | 102 | 20 | 101 | 97 | 5.7 | 38
CC1(C)C(c2ccccc2)=NC(c2ccc(F)cc2)N1O (stereo unspecified) | . | 3 | 103 | 102 | 98 | 100 | 18 | 105 | 100 | 0.1 | 0
COc1cc(Nc2nnc(C)s2)c(Cl)cc1Cl | . | 28 | 99 | 101 | 101 | 100 | 7 | 98 | 98 | 0.5 | 4
O=C(Nc1ccc(N2CCN(C(=O)c3ccco3)CC2)c(Cl)c1)c1cccnc1 | 9 | 5 | 99 | 99 | 96 | 102 | 10 | 103 | 101 | 1.3 | 5
CSc1ncccc1C(=O)OCc1ccc([N+](=O)[O-])cc1 | -3 | -6 | 95 | 95 | 94 | 97 | 12 | 100 | 95 | 0.9 | 19
CCN(Cc1ccccc1)C(=O)Cn1cnc2c1c(=O)n(C)c(=O)n2C | 12 | -7 | 103 | 102 | 99 | 101 | 8 | 103 | 104 | 0.6 | 2
Cc1cc(=O)n2nc(N3CCC(C(=O)NCCc4ccccc4)CC3)sc2n1 | . | 19 | 96 | 97 | 96 | 96 | 35 | 97 | 94 | 0.1 | 0
O=C(O)c1nc2ccccc2nc1C(=O)O | 15 | 38 | 98 | 102 | 96 | 102 | 8 | 102 | 99 | 0.3 | 2
COc1ccc(/C=C/C(=O)OCC(=O)N2CC(=O)Nc3ccccc32)cc1S(=O)(=O)N1CCOCC1 | 7 | -8 | 92 | 94 | 95 | 97 | 9 | 91 | 95 | -0.2 | -1
Cc1cc(C(=O)C(=O)O)c(C)n1-c1ccc(Cl)cc1 | 3 | 9 | 92 | 91 | 91 | 90 | 8 | 90 | 92 | -0.8 | -2
O=C(Nc1ccc(Oc2ccc(NC(=O)c3ccco3)c(NC(=O)c3ccco3)c2)cc1)c1ccco1 | 9 | . | 90 | 91 | 91 | 90 | 9 | 91 | 94 | 0.4 | -2
Cc1ccccc1C(=O)c1c[nH]c(C(=O)NCc2ccco2)c1 | -6 | 16 | 95 | 100 | 98 | 100 | 33 | 94 | 99 | 0.4 | 2

Screening results from PubChem BioAssay.

The order is random; overall some 2.3% were active at least once.
